# Screening data: PubChem, NCI
# Growth percent in the NCI-60 one-dose screen (48 h, 10 µM unless noted): 100 = growth as untreated, 0 = no growth, -100 = all killed.
# OVCAR-3 = OVCAR-3 ovarian cancer; 79,000 compounds, 7% hits
# U251 = U251 CNS tumor cells. 80,000 compounds, 5.4% hits. AID 1794753
# OVCAR-5 = OVCAR-5 ovarian cancer | 82,000 compounds, 2.9% hits
# SF-295 = SF-295 CNS cancer cells; 79,000 compounds, 5.6% hits
# OVCAR-4 = OVCAR-4 ovarian cancer cells; 80,000 compounds, 3.7% hits
# PC-3 = PC-3 prostate cancer cells | 80,000 compounds, 3.9% hits
# OVCAR-8 = OVCAR-8 ovarian cancer | 81,000 compounds, 4.4% hits | AID 1794782
# SK-OV-3 = SK-OV-3 ovarian cancer cells | 80,000 compounds, 3.2% hits | AID 1794785
# DU-145 = DU-145 prostate cancer. 81,000 compounds, 4.2% hits
# * hit, by the source's call; . = not tested or not shown. Rule for the calls: active = growth percent below 10; inactive = the rest.
# Sequence of screens – OVCAR-3	U251	OVCAR-5	SF-295	OVCAR-4	PC-3	OVCAR-8	SK-OV-3	DU-145
> C=CC(CO)N(CC)CC (stereo not given)
    114	.	109	89	.	98	100	103	114
> NNC(=O)c1c(Nc2ccccc2)nn(CC(O)c2ccccc2)c1N (stereo not given)
    .	100	98	94	93	91	99	104	105
> COc1ccc(-n2cnc(N)c2C(=O)c2cc(OC)c(OC)c(OC)c2)cc1
    103	101	106	102	98	78	104	100	108
> CCCCCCCCCCCCCCCC[N+]1(CC2CO2)CCOCC1 (stereo not given)
    96	85	96	91	94	86	99	107	99
> C/C(=N\N=C(/C)c1ccc(O)cc1)c1ccc(O)cc1
    100	92	105	97	64	74	93	102	112
> C=CC(C)n1ccnc1 (stereo not given)
    104	99	105	102	111	99	110	94	107
> CCNC(=O)Nc1ccc2c(ccn2C(=O)c2cccc(F)c2)c1
    .	90	87	90	92	86	97	100	98
> Cc1ccc(C(=O)Nc2cccc(F)c2)cc1NC(=O)C1(c2ncnc3[nH]ccc23)CC1
    103	94	84	89	101	92	90	91	106
> CC1=C/C(=N/O)CC(C)(C)C1
    96	97	101	104	119	102	108	114	.
> Nc1ccc2c(c1)C(=O)c1ccc(Br)cc1-2
    108	106	92	103	104	87	87	106	112
> Cc1cc(N2CCCC2)nc(Nc2ccc(NC(=O)CCc3ccccc3)cc2)n1
    106	100	113	113	99	107	102	113	107
> CC1(c2ccccc2)NC(=O)N(CC(=O)Nc2cccc(I)c2)C1=O (stereo not given)
    90	89	90	94	90	68	92	87	106
> CC(C)(C(=O)O)C(C)(C)C(=O)O
    110	96	93	91	101	104	102	121	106
> Cc1[nH]cnc1S(=O)(=O)O
    109	112	101	111	105	93	108	120	108
> CC(CO)(CO)COS(=O)(=O)c1ccccc1
    113	89	103	94	91	91	101	100	121
> CN1[C@@H]2CC[C@H]1/C(=C\c1ccccc1)C1=C2[C@@H](c2ccccc2)C(C#N)=C(N)O1
    97	78	85	84	74	73	84	84	52
> O=[N+]([O-])c1ccccc1SCl
    104	102	103	103	106	93	106	92	.
> Cc1ccc(/C=C2/COC/C(=C\c3ccc(C)cc3)C2=O)cc1
    109	97	119	112	108	99	95	118	108
> CCCCC1CCCCN1C(=O)OC (stereo not given)
    112	101	90	101	102	98	103	102	119
> C=C1C(=O)O[C@H]2[C@H]1CC/C(C(=O)NCCCCCNC(=O)/C1=C/CC[C@@]3(C)O[C@H]3[C@H]3OC(=O)C(=C)[C@@H]3CC1)=C\CC[C@@]1(C)O[C@@H]21
    103	99	94	105	116	92	103	120	104
> COc1cccc2nc(Nc3cccc(NC(=O)c4ccc(N5CCOCC5)c(C(F)(F)F)c4)c3)ccc12
    42	37	88	32	33	28	14	75	51
> COc1ccc(C2C=C(C(=O)O)Nc3nc(N)[nH]c(=O)c32)cc1 (stereo not given)
    118	95	107	90	101	120	102	112	111
> O=S(=O)(NCCNc1nccc(-c2c(-c3ccc(F)c(O)c3)nc3occn23)n1)c1ccc(O)cc1
    114	91	138	96	103	63	81	98	100
> CC(=O)Nc1nc(O)c(C=N)s1
    100	106	117	99	111	91	97	108	101
> c1ccc2c(c1)Nc1ccncc1S2
    119	102	90	101	93	91	101	112	118
> c1ccc(Cn2cc3c(c2-c2ccccc2)CCc2c(CN4CCCC4)noc2-3)cc1
    106	95	101	88	72	94	.	103	102
> CCOC(=O)c1nc(Oc2ccc(NC(=O)Nc3ccc(Cl)c(C(F)(F)F)c3)cc2)c2ccccc2n1
    110	101	110	92	112	98	105	110	104
> O=C(Nc1cccnc1)c1ccc(CSc2ccc(Cl)cc2)o1
    105	93	108	.	85	81	86	104	92
> CS(=O)(=O)ON1C(=O)c2ccccc2C1=O
    108	94	106	94	99	94	103	102	109
> CCSC(=O)n1ccc(=O)[nH]c1=O
    114	90	89	102	96	98	96	124	103

# Compound profiles, from the list above. Order of values: OVCAR-3	U251	OVCAR-5	SF-295	OVCAR-4	PC-3	OVCAR-8	SK-OV-3	DU-145
# Entry for CCOC(=O)c1nc(Oc2ccc(NC(=O)Nc3ccc(Cl)c(C(F)(F)F)c3)cc2)c2ccccc2n1 → 110	101	110	92	112	98	105	110	104
# Entry for c1ccc(Cn2cc3c(c2-c2ccccc2)CCc2c(CN4CCCC4)noc2-3)cc1 → 106	95	101	88	72	94	.	103	102

# The listing continues:
# Screens by letter – A = OVCAR-3; B = U251; C = OVCAR-5; D = SF-295; E = OVCAR-4; F = PC-3; G = OVCAR-8; H = SK-OV-3; I = DU-145
CC(=O)c1c(C)nc2ccccc2c1/C=C/c1ccc(Cl)cc1
  A: 104	B: 86	C: 86	D: 88	E: 81	F: 77	G: 90	H: 73	I: 104
Cc1[nH][nH]c2nc3nc(=S)sc3c(-c3ccc(Cl)cc3)c12
  A: 103	B: 94	C: 90	D: 77	E: 96	F: 80	G: 97	H: 92	I: 103
CC1=C(NCCN2CCCC2)C(=O)c2c(OCc3ccc(C(F)(F)F)cc3)cccc2C1=O
  A: 84	B: 70	C: 90	D: 77	E: 85	F: 47	G: 77	H: 96	I: 92
COS(=O)(=O)CCC(=O)Nc1cc(C(=O)Nc2cc(C(=O)NCCC(=O)NC3C(O)C(O)C(CO)O[C@@H]3O)n(C)c2)n(C)c1 (stereo not given in full)
  A: 106	B: 105	C: 106	D: 99	E: 104	F: 96	G: 105	H: 106	I: 108
CCOC(=O)c1c(C)nc2c(c1N)/C(=C/c1ccc(OC)cc1)C(=O)N2CCc1ccc(OC)c(OC)c1
  A: 94	B: 60	C: 108	D: 89	E: 93	F: 62	G: 74	H: 87	I: 94
CN1CCN(c2ccc(NC(=O)Nc3ccc4c(ccn4-c4cccc(C(N)=O)n4)c3)cc2C(F)(F)F)CC1
  A: 102	B: 34	C: 85	D: -55*	E: 85	F: 51	G: 78	H: .	I: 77
O=c1ccc(=O)n(-c2nc(O)c(N=Nc3ccc([N+](=O)[O-])cc3)s2)[nH]1
  A: 96	B: 92	C: 103	D: 102	E: 95	F: 78	G: 97	H: 89	I: 103
CCCCCCCCCCCCCCCCOc1cccc(C=O)c1
  A: 103	B: 103	C: 113	D: .	E: 98	F: 95	G: 102	H: 115	I: 111
CCCNC(=S)NC
  A: 104	B: 102	C: 99	D: .	E: 110	F: 82	G: 105	H: 106	I: 106
O=C(CSc1nnc(-c2ccc3nc(-c4ccccc4)[nH]c3c2)o1)Nc1ccc(C(=O)/C=C/c2ccccc2)cc1
  A: 116	B: 98	C: 118	D: 109	E: 100	F: 106	G: 100	H: 109	I: 107
COc1cccc2c1c1c(n2CC(=O)NCCN(C)C)-c2ccccc2C1=O
  A: 111	B: 95	C: 85	D: 111	E: 98	F: 82	G: 107	H: 101	I: 101
Cc1nn(-c2ccccc2)c2sc3nc(=O)sc-3cc12
  A: 109	B: 107	C: 127	D: 97	E: 103	F: 105	G: 106	H: 106	I: 102
Cc1ccccc1SCCc1ccncc1
  A: 103	B: 86	C: 111	D: 100	E: 89	F: 68	G: 92	H: 86	I: 102
Cc1ccc(/C=C/C(=O)c2ccc(Nc3nc(NCCO)nc(Nc4ccc(Cl)cc4)n3)cc2)cc1
  A: 84	B: 58	C: 95	D: 99	E: 79	F: 72	G: 83	H: .	I: 72
Cc1ccccc1-n1nnc(C(=O)Nc2cnc3ccccc3n2)c1C
  A: 97	B: 99	C: 90	D: 98	E: 83	F: 84	G: 97	H: 99	I: 91
NNC(=O)C(Cc1ccccc1)NC(=O)c1ccccc1[N+](=O)[O-] (stereo not given)
  A: 120	B: 103	C: 120	D: 96	E: 93	F: 100	G: 98	H: 102	I: 121
CC(C)Sc1nc(NNC(N)=O)c(C#N)c(-c2ccc(F)cc2)n1
  A: 116	B: 87	C: 98	D: 99	E: 110	F: 96	G: 94	H: 88	I: 103
N#Cc1ccc(NC2c3ccccc3CC2O)cc1 (stereo not given)
  A: 129	B: 113	C: 113	D: 114	E: .	F: 99	G: 122	H: 106	I: 110
Cc1ccc2cccnc2c1N
  A: 118	B: 110	C: 109	D: 108	E: 114	F: 102	G: 108	H: 105	I: 124
CCOC(=O)C(/C=N/C(N)=O)=C(\C)O
  A: 105	B: 107	C: 106	D: 99	E: 106	F: 97	G: 108	H: 116	I: 106

# Some values from the list.
# For OVCAR-8, Cc1ccc(/C=C/C(=O)c2ccc(Nc3nc(NCCO)nc(Nc4ccc(Cl)cc4)n3)cc2)cc1 is listed with 83
# For OVCAR-4, Cc1nn(-c2ccccc2)c2sc3nc(=O)sc-3cc12 is listed with 103
# For SF-295, Cc1ccccc1SCCc1ccncc1 is listed with 100
# For SF-295, NNC(=O)C(Cc1ccccc1)NC(=O)c1ccccc1[N+](=O)[O-] (stereo not given) is listed with 96

# Later entries.
# Screens by letter – A = OVCAR-3; B = U251; C = OVCAR-5; D = SF-295; E = OVCAR-4; F = PC-3; G = OVCAR-8; H = SK-OV-3; I = DU-145
CC(C)(Cl)CCC1=C(Cl)C(=O)c2ccccc2C1=O
  A: 23	B: 50	C: 101	D: 105	E: 12	F: 33	G: 68	H: 93	I: 104
CC1(C)CC2=C3C=C[C@@H]4[C@@]5(C)CC[C@H](O[C@@H]6O[C@H](CO)[C@@H](O)[C@H](O)[C@H]6O)C(C)(C)[C@@H]5CC[C@@]4(C)[C@]3(C)CC[C@@]2(C(=O)O)CC1=O
  A: 105	B: 97	C: 102	D: 92	E: 98	F: 76	G: 95	H: 99	I: 104
Cc1ncc(C(=O)Nc2ccc(CN3CCN(C)CC3)c(C(F)(F)F)c2)cc1C#Cc1ccc(N)nc1
  A: 19	B: 18	C: 10	D: 18	E: 12	F: 11	G: 20	H: 17	I: 18
COc1ccc(C(c2cc(OC)c(OC)c(OC)c2)N2CCN(c3ccccc3)CC2)cc1 (stereo not given)
  A: 90	B: 96	C: 102	D: 92	E: 90	F: 73	G: 99	H: 78	I: 113
CC1SC(c2ccc([N+](=O)[O-])cc2)N(NC(=O)CCC(=O)c2nc3ncccc3[nH]2)C1=O (stereo not given)
  A: 100	B: 91	C: 108	D: 94	E: 97	F: 100	G: 93	H: 96	I: 100
CC1CC(=O)C2CC1C2(C)C (stereo not given)
  A: 106	B: 103	C: 105	D: 102	E: 105	F: 94	G: 104	H: 99	I: 107

# Compounds listed so far that contain a COOH group:
# Screens by letter – A = OVCAR-3; B = U251; C = OVCAR-5; D = SF-295; E = OVCAR-4; F = PC-3; G = OVCAR-8; H = SK-OV-3; I = DU-145
CC(C)(C(=O)O)C(C)(C)C(=O)O
  A: 110	B: 96	C: 93	D: 91	E: 101	F: 104	G: 102	H: 121	I: 106
COc1ccc(C2C=C(C(=O)O)Nc3nc(N)[nH]c(=O)c32)cc1 (stereo not given)
  A: 118	B: 95	C: 107	D: 90	E: 101	F: 120	G: 102	H: 112	I: 111
CC1(C)CC2=C3C=C[C@@H]4[C@@]5(C)CC[C@H](O[C@@H]6O[C@H](CO)[C@@H](O)[C@H](O)[C@H]6O)C(C)(C)[C@@H]5CC[C@@]4(C)[C@]3(C)CC[C@@]2(C(=O)O)CC1=O
  A: 105	B: 97	C: 102	D: 92	E: 98	F: 76	G: 95	H: 99	I: 104
